Bioassay records: PubChem, National Center for Advancing Translational Sciences (NCATS)
Pf growth 48h: Primary qHTS for delayed death inhibitors of the malarial parasite plastid, 48 hour incubation. P. falciparum luciferase growth in erythrocytes, 48 h. Potency, µM (highest dose often 28.7 µM), for the others: at the highest dose activity change, negative = inhibition, actives largely listed as inhibitors. 5.9% of 310,000 active. AID 504832, 2011
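Compounds are pin-transferred into medium, infected erythrocytes (2% hematocrit, 0.1% parasitemia final) are added, and plates sit one parasite generation at 37 C in 5% CO2. Detection reagent is then added and luminescence measured.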
Pf growth 96h: Primary qHTS for delayed death inhibitors of the malarial parasite plastid, 96 hour incubation; P. falciparum luciferase reporter growth, 96 h; 6.9% of 320,000 active; Potency, µM (series often up to 28.7 µM), inactives show top-dose activity change, negative = inhibition, usual class: inhibitors
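Infected RBCs, 2% Hct / 0.05% parasitemia final; luciferase-reporter P. falciparum; cpd 96 h, 37 C, 5% CO2; luciferase detection reagent; luminescence.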
Sm TGR inh: qHTS Assay for the Inhibitors of Schistosoma Mansoni Peroxiredoxins; purified TGR, DTNB reduction, TNB absorbance 405 nm; Potency, µM (series often up to 114 µM), without a hit: at the top dose activity change, negative = inhibition, most hits filed as inhibitors; 3% of 360,000 active; further: nearly all actives have a fitted effect of over 60% in size
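TGR 20 nM + NADPH 100 uM (dispensed conc.), cpd preinc 15 min RT; start with NADPH (500 uM addition) then DTNB (15 mM addition). Kinetic TNB absorbance, 405 nm filter. Four-parameter Hill fit across titration.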
LmPK inhibitor: qHTS Assay for Inhibitors of Leishmania Mexicana Pyruvate Kinase (LmPK); Q27686; purified LmPK, Kinase-Glo ATP luminescence, 1 h; Potency, µM (series often up to 57.5 µM), for the others: at the top dose activity change, negative = inhibition, usual class: inhibitors; 0.37% of 290,000 active
Target sequence (Q27686 whole entry, looked up): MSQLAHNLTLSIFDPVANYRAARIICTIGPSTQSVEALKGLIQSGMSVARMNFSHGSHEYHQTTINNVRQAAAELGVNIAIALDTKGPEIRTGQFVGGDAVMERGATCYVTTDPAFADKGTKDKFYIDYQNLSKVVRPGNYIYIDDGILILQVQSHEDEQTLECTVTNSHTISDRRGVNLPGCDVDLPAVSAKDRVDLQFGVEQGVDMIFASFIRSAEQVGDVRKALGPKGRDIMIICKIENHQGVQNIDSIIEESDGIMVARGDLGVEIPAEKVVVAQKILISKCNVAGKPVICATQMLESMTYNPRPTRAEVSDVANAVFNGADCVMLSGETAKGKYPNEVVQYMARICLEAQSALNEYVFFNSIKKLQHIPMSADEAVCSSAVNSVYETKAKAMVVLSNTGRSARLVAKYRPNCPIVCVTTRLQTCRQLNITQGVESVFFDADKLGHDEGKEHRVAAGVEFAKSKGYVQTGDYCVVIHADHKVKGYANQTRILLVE
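Screened at intermediate enzyme activity to detect both inhibitors and activators: LmPK at 0.1 nM, with a 0.5 nM enzyme column as activation reference. PEP 0.5 mM, ADP 0.1 mM; ATP detected by luminescence after 1 h.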
Tb PYK inh: qHTS of Trypanosoma Brucei Inhibitors; pyruvate kinase (Trypanosoma brucei), Q57TT1; Potency, µM (highest dose often 76.8 µM), for inactives: at the top dose activity, negative = inhibition, actives largely listed as inhibitors; 0.12% of 410,000 active; TbPYK enzyme, Kinase-Glo Plus ATP luminescence, 45 min; further: nearly all actives have a fitted effect of over 50% in size
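T. brucei PYK with substrate was exposed to pin-transferred compounds across a concentration series, then started with 130 uM ADP (final). After 45 min at room temperature, Kinase-Glo Plus luminescence was read, normalized and curve-fitted.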
HCV inh: qHTS Assay for Inhibitors of Hepatitis C Virus (HCV); Huh7.5.1 HCVcc-Cre infection, luciferase reporter, 44 h; Potency, µM (doses to about 41.8 µM), without a hit: top-dose activity change, negative = inhibition, actives largely listed as inhibitors; 3.4% of 340,000 active
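1,000 cells/well; 4 h culture; + compound; + HCVcc-Cre (~0.5 moi); 44 h; luciferase substrate, RT 15 min; read 15 sec.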
Active calls of the source: *; i = inactive; u = inconclusive; x = no result given; & = joins results of further samples; ! = not confirmed by another sample; [ ] = another dose, or the depositor's remark. The call rests on the fitted dose curve; in most records, active means well fitted curve in the direction sought with a large enough effect; inconclusive means small, poorly fitted or top-dose-only effect, or another doubt; inactive means no such curve, though single readings can be large; an effect the other way counts as inactive or inconclusive. On the % scale 0 is the no-effect control and ±100 the full control effect; potency means the concentration at half of the fitted maximal effect.

SMILES	Pf growth 48h	Pf growth 96h	Sm TGR inh	LmPK inhibitor	Tb PYK inh	HCV inh
CCn1nc(NC(=O)C2CCCO2)c2cc3cc(C)ccc3nc21 (configuration not stated)	57%[activator]	9%	6%	0%	-13%	-2%
Cc1nc2ccccc2nc(=O)c1NNc1ccccc1	87%&155%[activator]	6.7µM*!	-3%	6%	-6%	u
CC(C)CN(CC(C)C)S(=O)(=O)N1CCC(C(=O)NCc2ccco2)CC1	u	-9%	-2%	13%	-2%	-17%
Cc1cccc(NC(=O)OC2CN3CCC2CC3)c1 (configuration not stated)	14%	10%	11%	9%	8%	2%
CC(C#N)Sc1ccc(S(=O)(=O)N2CCCC2)cn1 (configuration not stated)	u	7%	-8%	x	-4%	-1%
C=C(C)c1cccc(C(C)(C)NC(=O)N2CCN(CC(N)=O)CC2)c1	-20%	4%[5.75 µM]	45µM*	-12%	-7%	-9%
Cc1ccc(OCCn2cccn2)c(C)c1	7%	51%[activator]	-4%	0%	-1%	4%
COc1ccccc1NC(=O)CN(c1ccccc1C)S(C)(=O)=O	14%	u	0%	12%	-5%	14%
CSc1ccc(C2CC(=O)Nc3nc(SC)[nH]c(=O)c32)cc1 (configuration not stated)	5%	94%[activator]	4%	7%	-2%	5%
NC(=O)[C@@H]1CCCCNc2c(F)cc([N+](=O)[O-])cc2C(=O)N[C@@H](CC(=O)O)C(=O)N[C@@H](CCC(=O)O)C(=O)N1	17%	-13%	-9%	0%	4%	35%[activator]

Fetched by structure from the entries so far (4):
SMILES	Pf growth 48h	Pf growth 96h	Sm TGR inh	LmPK inhibitor	Tb PYK inh	HCV inh
CCn1nc(NC(=O)C2CCCO2)c2cc3cc(C)ccc3nc21 (configuration not stated)	57%[activator]	9%	6%	0%	-13%	-2%
Cc1ccc(OCCn2cccn2)c(C)c1	7%	51%[activator]	-4%	0%	-1%	4%
Cc1cccc(NC(=O)OC2CN3CCC2CC3)c1 (configuration not stated)	14%	10%	11%	9%	8%	2%
CC(C#N)Sc1ccc(S(=O)(=O)N2CCCC2)cn1 (configuration not stated)	u	7%	-8%	x	-4%	-1%

Next part
SMILES	Pf growth 48h	Pf growth 96h	Sm TGR inh	LmPK inhibitor	Tb PYK inh	HCV inh
O=C(Cc1ccccc1F)NC1CCSc2ccccc21 (configuration not stated)	74%[activator]	-14%	5%	1%	-2%	0%
C=CCNC(=S)NNC(=O)C(CCC(C)C)CC(C)(C)O (configuration not stated)	x	u	5%	4%	5%	-10%
CCCCNC(=O)COn1nnc2ccc(S(=O)(=O)N3CCOCC3)cc21	4%	4%	-3%	x	0%	-5%
O=C(c1ccc(F)cc1)N1CCN(C(=O)c2cccnc2)CC1	x	u	1%	4%	2%	4%
CC(=O)NC(=S)NNC(=O)COc1ccc([N+](=O)[O-])cc1	10%	u	-11%	7%	u	13%
N#CCN1C(=O)C(=O)N(Cc2cccc(C(F)(F)F)c2)C1=O	5%[0.00184 µM]	0%	-1%	1%	5%	15%
O=C(c1ccc(F)cc1)N1CCC(O)(c2cccnc2)CC1	2%	u	-1%	2%	5%	18%
CCCC(=O)Nc1nn(C)c2nc3ccc(C)cc3cc12	-11%	-2%	15%	-3%	-6%	5%
CCOc1ccc(-c2c(C(=O)N/N=C/c3cccc(Br)c3)nnn2-c2nonc2N)cc1	u	2.9µM*	2%	-2%	-1%	34%[activator]
CC(CC#CCN1CCOCC1)OCCC#N (configuration not stated)	14%	127%[activator]	-6%	2%	-9%	13%
CC(O)CNc1nc2sc3c(c2c(=O)n1CCc1ccccc1)CCCCC3 (configuration not stated)	12µM*	0%	4%	2%	-3%	-4%
Cn1cc2cc([N+](=O)[O-])ccc2n1	21%	29%	-11%	5%	1%	-3%
COc1ccc(CC(=O)OCn2nnc3ccccc3c2=O)cc1	-9%	u	-23%	-2%	3%	3%
COC(=O)CSc1nc(C)c2ccc(OC)cc2n1	8%	80%[activator]	3%	3%	4%	-12%
O=c1cc(CN2CCN(c3cccc(C(F)(F)F)c3)CC2)nc2sccn12	55%[activator]	54%[activator]	-32%	2%	6%	9%
COc1ccc(S(=O)(=O)N2CC(=O)Nc3ccccc32)cc1C	5%	-1%	-22%	2%	4%	7%
Nc1cccc(/C=C/C(=O)O)c1	38%[activator]	101%[activator]	10%	4%	1%	23%
Cc1ccc(S(=O)(=O)Oc2ccc(/C=N/N=C3/NC(=O)C(CC(=O)O)S3)cc2)cc1[N+](=O)[O-] (configuration not stated)	13%	-29%	4%	16%	3%	u
Cc1ccc(NC(=O)CN(C)C(=O)Cc2ccc3c(c2)CCC3)cc1	-20%	-1%	-2%	x	-5%	5%
CCCCN(C(=O)C1CCCC1)c1c(N)n(CC(C)C)c(=O)[nH]c1=O	26%	13%	32µM*	x	-2%	10%
CCCN(CC(=O)Nc1ccccc1C)C(=O)Cc1coc2cc(C)ccc12	-5%	-17%	0%	-2%	0%	-14%
CC(=O)/C=C/c1ccccc1O	-28%	-31%[5.75 µM]	-29%	1%	-6%	2%
Cc1cccc(C)c1NC(=O)CSc1nc(N2CCOCC2)nc(N2CCOCC2)n1	-7%	19%	2%	-9%	1%	u
COC(=O)c1c(N2C(=O)[C@H]3[C@@H](C2=O)[C@]2(C(=O)Nc4ccccc42)N2CCC[C@@H]32)sc(C)c1C	u	u	-17%	-1%[11.5 µM]	x	x
c1ccc(CNc2ncnc3[nH]ncc23)cc1	x	x	-3%	x	2%&2%	u
COc1ccc(C)cc1NC(=O)c1ccccc1N(C)S(=O)(=O)c1ccccc1	-20%	6%	-9%	4%	0%	-23%
CCC1Sc2ccc(S(=O)(=O)CCC(=O)NC3CCCCCC3)cc2NC1=O (configuration not stated)	-21%	-1%	-4%	-2%	2%	u
C/C(=N\NC(=S)NCCc1ccccc1)c1cccs1	u	-2%	4%	0%	-3%	u
COc1cc(NC(=O)c2c(F)c(F)c(F)c(F)c2F)c(OC)cc1Cl	4%	x	-22%	-3%	14%	11µM*
CCN(CC)CCN=Cc1c(O)n(CCC2=CCCCC2)c(=O)[nH]c1=O	4%	x	u	-2%	0%	3%
N#Cc1ccccc1S(=O)(=O)Nc1ccc2c(c1)OCCO2	17%	u	7%	2%	6%	5%
Cc1ccc(/C=N/n2cnc3sc(C)c(C)c3c2=O)o1	i	56%[activator]	0%	8%	-2%	-7%
COC(=O)C1=C(C)N(CCCC(=O)O)C(=O)NC1c1ccc(C(F)(F)F)cc1 (configuration not stated)	-3%	0%	11%	1%	-6%	11%
O=C(CNC(=O)c1cccnc1)N/N=C/c1cccnc1	3%[0.00184 µM]	32%[activator]	-25%	-1%	0%	2%
NC(=O)NC(=O)CN1c2cccc3cccc(c23)S1(=O)=O	12%	12%	-20%	0%	1%	-6%
Cc1ccc(S(=O)(=O)N2CCN(C(=O)c3ccc(-n4cncn4)c([N+](=O)[O-])c3)CC2)cc1	-25%	-5%	1%	x	2%	-2%
COc1ccc(/C=C(\NC(=O)c2cccs2)C(=O)Nc2cccc3ccccc23)cc1OC	-10%	u	12%	3%	-2%	u
O=C(c1ccc(Oc2ccccc2)cc1)C1CCCN(C(=O)c2cnccn2)C1 (configuration not stated)	-9%	-22%	-1%	1%	2%	-24%
C=C1c2cc(OC)ccc2NC(=O)N1CC	19%	16%	-29%	7%	-7%	5%
Clc1ccccc1CSc1nnc([C@@H]2CCCN2)o1	18%	0%	-10%	2%	-1%	14%

Following part
structure	Pf growth 48h	Pf growth 96h	Sm TGR inh	LmPK inhibitor	Tb PYK inh	HCV inh
CCOc1nc2cnccc2n(CC(=O)Nc2ccccc2F)c1=O	18%	19%	9%	-10%	8%	1%
CCc1sc(C(=O)N2CCCN(C)CC2)cc1Br	8%	-9%	0%	-8%	0%	-7%
Cc1nc2ccc(NC(=S)NCc3ccccc3)cc2nc1C	47%[activator]	-4%	40µM*	1%	-1%	u
Cn1cccc1/C=N/NC(=O)C12CC3CC(CC(C3)C1)C2	-4%	13%	0%	1%	-7%	2%
CCCCn1c(N)c(N(CCOC)C(=O)CCNC(=O)c2ccc(Br)cc2)c(=O)[nH]c1=O	-2%	1%	-3%	x	4%	8%
O=C(CNC(=O)c1ccccc1)OCc1cc(=O)n2cc(Br)ccc2n1	-14%	11%	4%	2%	-4%	6%
O=C(CN1C(=O)c2cccc3cccc(c23)C1=O)N1CCOCC1	3%	59%[activator]	4%	4%	6%	7%
O=C(Nc1ccc([N+](=O)[O-])cn1)c1ccc(Br)o1	45%[activator]	44%[activator]	0%	-17%	-4%	7%
COc1cc(-c2noc(C)c2C(=O)NCCc2c[nH]c3ccccc23)cc(OC)c1OC	u	15µM*	-33%	-1%	-6%	u
Cc1ccc(-c2nc(N)nc(N)n2)c(C)c1	10%	59%[activator]	-5%	x	7%	-11%
CCOC(=O)N1CCC(NC(=O)c2ccc3c(c2)N=C(C)c2c(C)ccc(C)c2S3)CC1	u	u	-9%	11%	1%	u
COC(=O)c1ccc(S(=O)(=O)N2CCC(C(N)=O)CC2)n1C	-5%	32%[activator]	2%	-6%	-1%	4%
CC1(C)C(c2ccco2)=[N+]([O-])C2(CCCCC2=O)N1O (configuration not stated)	-15%	-5%	50µM*	9%	4%	-3%
O=C(c1cnn2c(C(F)F)cc(-c3ccccc3)nc12)N1CCc2ccccc2C1	u	24%	-20%	0%	0%	u
O=C(N/N=C/c1cc([N+](=O)[O-])ccc1O)c1ccc2c(c1)OCCO2	-91%	99%[activator]	5%	-1%	-8%	u
COc1ccccc1CCc1nnc(CCC(=O)NCC2CCCO2)o1 (configuration not stated)	5%	-20%	-1%	7%	1%	11%
CN(C)C(CNC(=S)Nc1cccc(Cl)c1)c1ccccc1 (configuration not stated)	u	u	-2%	6%	-1%	9%
Cc1ccc(C(C)C)c(OCCN(C)C)c1	x	3%	-3%	-16%	11%	-1%
CCC1=C2CC[C@H]3C(=O)N(c4ccccc4)C(=O)[C@H]3[C@H]2[C@@]2(C)C(=NCC(=O)OC)OC(=O)N2C1=O	35%[activator]	0%	-10%	-2%	3%	11%
N#C/C(=C1\C(=O)Nc2c(Cl)cc(Cl)cc21)c1nnc2n1CCCCC2	24%	u	-18%	-1%	-4%	-15%
CC(C)(C)NC(=O)CSc1nnc(NC(=O)CCc2ccccc2)s1	-24%	53%[activator]	-6%	-1%	1%	-19%
CN(Cc1ncc[nH]1)Cc1cn(-c2ccccc2)nc1-c1ccc2c(c1)OCO2	u	-17%	8%	-1%	10%	-12%
C=CCSc1nc2ccccc2[nH]1	25%	-8%	0%	-2%	-3%	11%
CC(c1ccccc1C(O)c1ccccc1)N(C)C (configuration not stated)	4%	6%	0%	1%	0%	10%
Cc1cccc(N2N=C(C(=O)Nc3ccc(Cl)c(S(=O)(=O)N4CCOCC4)c3)CCC2=O)c1	12µM*	u	-5%	x	3%	3%

Not a hit list; 16% or so of the library scored in one or more.
